Screening data from PubChem BioAssay.
GPR55 beta-arrestin: GPR55 agonists via beta-arrestin recruitment, primary screen, imaging, U2OS cells, beta-arrestin-GFP redistribution (AID 1961); 290,000 compounds, 0.048% hits; activation, % at 10 µM; hits with a dose series show EC50 in µM; U2OS GPR55 beta-arrestin-GFP redistribution imaging; higher % means a stronger effect;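 active = activation above 40% with more than 50 cells counted in the well; inconclusive = wells holding fewer than 50 cells, flagged as toxic or sparse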;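 also: U2OS osteosarcoma cells stably expressing GPR55 and beta-arrestin-GFP; plate controls were DMSO negative control for no effect and LPI positive control for full effect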
MgcRacGAP inhibition: MgcRacGAP GTPase-activating activity inhibitors, confirmation, biochemical, ADP Hunter fluorescence; one-dose inhibition, % at 30 µM; IC50 in µM for titrated hits; MgcRacGAP-stimulated Rac1 GTP hydrolysis, ADP Hunter fluorescence; higher % means a stronger effect; GST-tagged Rac1 F28L mutant substrate; 340,000 compounds, 0.6% hits;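 active = first-screen hits whose inhibition reached a set limit at any dose in the follow-up dose series; inconclusive = inhibition above the set first-screen limit but never retested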;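 also: fluorescence reports GDP produced by GAP-driven GTP hydrolysis; strong numbers were not always called active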
GPR35 antagonists: inhibition of zaprinast-stimulated GPR35 beta-arrestin translocation – imaging, U2OS, beta-arrestin-GFP, zaprinast agonist, primary screen (AID 2058); U2OS GPR35 beta-arrestin-GFP translocation imaging, zaprinast antagonism; higher % means a stronger effect; inhibition, % at 10 µM; hits with a dose series show IC50 in µM; 290,000 compounds, 0.052% hits;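 active = inhibition of at least 50% with at least 30 cells and total cytoplasm GFP at most 10,000,000; inconclusive = under 30 cells or total GFP of 10,000,000 plus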
AID2073: inhibitors of Mint1-CaV2.2 protein interaction, biochemical, HTRF (AID 2073) | HTRF protein-protein interaction, Mint1-CaV2.2; higher % means a stronger effect | inhibition, % at 20 µM, or IC50 in µM where a hit was titrated | 290,000 compounds, 0.19% hits; in the data active = inhibition mostly above about 51%, no sharp cut-off; inconclusive = no clear call, values can overlap the other calls; inactive = mostly below about 53%; also: some results filed as inactive read as strong as hits
Yfh1-depleted yeast: mitochondrial function rescue without frataxin homolog – Friedreich's ataxia, plus single-dose screen, dose response (AID 1465); S. cerevisiae Yfh1-off respiration, WST-1 reduction, 72 h; higher fold induction means a stronger effect; one-dose fold induction at 50 µM; EC50 in µM for titrated hits; 220,000 compounds, 0.074% hits;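 active = fold induction of absorbance versus untreated yeast above a set limit, then at least 30% activation at any dose in follow-up; inconclusive = repeats straddling the limit, or above it without dose testing; inactive = fold induction below the set limit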;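 also: activators that raise dye reduction in frataxin-depleted yeast; strong numbers were not always called active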
GPR55 antagonists: GPR55 antagonists blocking LPI-driven arrestin recruitment, primary screen, imaging, U2OS, beta-arrestin-GFP, LPI agonist (AID 2013); one-dose inhibition, % at 10 µM; IC50 in µM for titrated hits; U2OS GPR55 beta-arrestin-GFP translocation imaging, LPI antagonism; higher % means a stronger effect; 290,000 compounds, 0.13% hits;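 active = spots per cell inhibited over 60%, with over 100 cells counted and total cytoplasm intensity under 500,000; inconclusive = wells with under 100 cells, flagged as likely toxic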;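 also: U2OS cells stably carrying GPR55 and arrestin-GFP stimulated by 5 µM LPI near EC80; imaged beta-arrestin-GFP aggregate spots per cell after agonist stimulation; plate controls were LPI-stimulated DMSO wells for no effect and DMSO wells without LPI for full effect; some results filed as inactive read as strong as hits; confirmed hits need IC50 under 10 µM and bright autofluorescent wells are also inconclusive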
NTR1 ag: NTR1-driven beta-arrestin-GFP spot formation – imaging, U2OS cells, high content, primary screen (AID 493036); P30989; agonist mode; activation, % at 20 µM; 330,000 compounds, 0.17% hits;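 active = activation at or above 40% of the spot to cytoplasm intensity ratio, with at least 20 cells analyzed; inconclusive = wells under 20 cells, flagged as cytotoxic or low count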;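 also: 0% = DMSO without peptide and 100% = 100 nM NTR1 peptide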
Target sequence (P30989 whole entry, looked up): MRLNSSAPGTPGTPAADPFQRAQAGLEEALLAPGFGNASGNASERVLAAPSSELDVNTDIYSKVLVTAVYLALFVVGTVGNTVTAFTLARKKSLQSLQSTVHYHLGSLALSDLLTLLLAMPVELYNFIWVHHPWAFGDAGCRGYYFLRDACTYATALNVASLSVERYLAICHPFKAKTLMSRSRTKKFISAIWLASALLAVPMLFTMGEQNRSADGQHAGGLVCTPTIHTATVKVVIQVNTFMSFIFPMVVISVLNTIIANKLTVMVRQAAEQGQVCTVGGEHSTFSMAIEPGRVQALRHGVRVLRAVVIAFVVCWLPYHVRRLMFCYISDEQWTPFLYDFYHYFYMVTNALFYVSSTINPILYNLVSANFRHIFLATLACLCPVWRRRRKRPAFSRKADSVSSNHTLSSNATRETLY
Dengue-2 NS5 capping: Dengue-2 NS5 methyltransferase inhibitors, primary screen, biochemical, confirmation dose response (AID 588689) | Dengue-2 NS5 methyltransferase capping enzyme assay, biochemical; higher % means a stronger effect | inhibition, % at 25 µM, or IC50 in µM where a hit was titrated | 340,000 compounds, 0.3% hits; in the data active = a potency from the dose series; inconclusive = inhibition above about 29% without an active follow-up result
SV40 large T antigen: SV40 large T antigen inhibitors, biochemical (AID 1903); SV40 large T antigen ATPase/helicase inhibition assay; higher % means a stronger effect; one-dose inhibition, % at 20 µM; IC50 in µM for titrated hits; 310,000 compounds, 0.39% hits; in the data active = a potency from the dose series; inconclusive = inhibition mostly from about 32% at the one dose, without a potency; inactive = the rest, 99 in 100 with inhibition below about 32%; also: strong numbers were not always called active
NTR1 ag cell count 20 µM: recorded beside NTR1 ag, whose call it bears; cell count; measured here: cell count, cytotoxicity flag
Dengue-2 NS5 capping pilot replicate: recorded beside Dengue-2 NS5 capping, whose call it bears; inhibition, %; measured here: pilot screen replicate inhibition
* hit, by the source's call; i = inactive; ? = inconclusive; nt = no result given.

SMILES	GPR55 beta-arrestin	MgcRacGAP inhibition	GPR35 antagonists	AID2073	Yfh1-depleted yeast	GPR55 antagonists	NTR1 ag	NTR1 ag cell count 20 µM	Dengue-2 NS5 capping	SV40 large T antigen	others
COc1cc(C(=O)NCc2nnc(SCC(=O)NC3CCCC3)o2)cc(OC)c1OC	0.0%	nt	5%	7%	nt	-5%	1.6	51	0%	12%
CCCCN(C(=O)c1c(C)[nH]c(C(=O)OCC)c1C)c1ccccc1	-0.3%	-1%	10%	-3%	i	-9%	1.9	54	2%	1%
COC(=O)CN(c1ccc(F)cc1)S(=O)(=O)c1ccccc1	0.5%	3%	6%	-3%	i	-7%	-1.6	56	-2%	3%
COc1cc(C)c(S(=O)(=O)NCc2ccc3c(c2)OCO3)cc1C	-0.2%	16%	-6%	0%	i	7%	-1.9	73	-1%	4%
COc1ccc(C(=O)NC2CCCc3ccccc32)cc1 (stereo not drawn)	0.2%	6%	2%	8%	nt	8%	-1.2	41	-4%	8%
Cc1ccc(C(=O)N2c3ccccc3NC(=O)C2C)cc1 (stereo not drawn)	-1.1%	1%	-9%	-7%	i	-6%	-0.8	57	-8%	2%
COc1cc2c(cc1OC)CN(CC(=O)NC(=O)NCc1ccccc1)CC2	-0.3%	-11%	-8%	12%	i	16%	1.4	61	-2%	5%
COc1ccc(CCN2C(=NC(=O)CCC(=O)O)SC3CS(=O)(=O)CC32)cc1 (stereo not drawn)	0.3%	4%	3%	-6%	i	-16%	0.0	56	-2%	16%
COc1ccc(S(=O)(=O)NCC2CCC(C(=O)NCCCN3CCCC3=O)CC2)cc1 (stereo not drawn)	-0.1%	8%	-2%	13%	nt	-6%	2.7	73	3%	-1%
CS(=O)(=O)N(Cc1ccc(C(=O)N2CCc3ccccc3C2)cc1)c1ccccc1	-0.1%	4%	-6%	8%	i	19%	2.0	50	3%	12%
Cc1[nH]c2ccccc2c1C(=O)CSc1n[nH]c(N)n1	0.2%	6%	-10%	4%	i	0%	-1.2	79	-4%	3%
O=C(COc1ccc(C(=O)NCCN2CCOCC2)cc1)Nc1cccc(C(F)(F)F)c1	nt	5%	nt	nt	nt	nt	0.0	56	-2%	13%
COc1ccc(S(=O)(=O)Nc2nc(C(F)(F)F)cs2)cc1	0.0%	15%	-1%	-5%	i	10%	-0.8	38	2%	2%
CCN(CC)CCN1CNC(=S)N(c2ccccc2OC)C1	0.2%	nt	3%	-22%	i	1%	-0.8	47	nt	9%
CCCc1cc(=O)[nH]c(SCC(=O)N2CCOCC2)n1	-0.2%	2%	-1%	-12%	nt	2%	-2.4	38	-4%	36%
COc1cccc(C(=O)NNC(=O)c2ccccc2-n2cccc2)c1	0.6%	1%	8%	3%	i	-3%	-0.7	64	-2%	11%
CCCn1cnnc1CNC(=O)C1CCC(=O)N(CCCc2ccccc2)C1 (stereo not drawn)	-0.1%	4%	-2%	10%	nt	10%	-1.4	68	-8%	8%
O=C(NCCS(=O)(=O)N1CCN(c2ccccc2F)CC1)c1ccc(F)c(F)c1	nt	10%	nt	nt	nt	nt	0.6	59	2%	10%
CN(C)S(=O)(=O)c1cccc(NC(=S)N/N=C/c2cc(Br)ccc2O)c1	-0.1%	16%	4%	20%	i	6%	25	76	-13%	12%
CCCCN1C(=O)/C(=C2\SC(N3CCCCC3)=NC2=O)c2ccccc21	-0.2%	10%	4%	10%	i	-2%	14	91	1%	-8%
COc1ccc(-n2nc3c(c2NC(=O)c2ccc(S(=O)(=O)N4CCOCC4)cc2)CS(=O)(=O)C3)cc1	0.3%	4%	0%	4%	i	7%	1.3	60	-6%	1%
CCn1c(SCC(=O)N(C)c2ccccc2)nc2c([nH]c3ccccc32)c1=O	-0.2%	-1%	7%	0%	nt	-2%	3.1	65	-9%	4%
Cc1cccc(-n2nc3c(c2NC(=O)c2ccc(Br)o2)CSC3)c1	0.2%	7%	0%	8%	i	8%	7.9	55	1%	13%
O=S(=O)(Nc1ccccc1)c1ccc(F)cc1	0.0%	2%	-9%	4%	i	2%	-1.0	100	-2%	-1%
COCCn1c(C)cc(C(=O)CSc2nc3nc(C)cc(C)n3n2)c1C	0.3%	5%	-14%	-2%	i	-9%	1.5	35	-1%	5%

Overlap with the part before: 2 entries, followed by the next part.
SMILES	GPR55 beta-arrestin	MgcRacGAP inhibition	GPR35 antagonists	AID2073	Yfh1-depleted yeast	GPR55 antagonists	NTR1 ag	NTR1 ag cell count 20 µM	Dengue-2 NS5 capping	SV40 large T antigen	others
O=S(=O)(Nc1ccccc1)c1ccc(F)cc1	0.0%	2%	-9%	4%	i	2%	-1.0	100	-2%	-1%
COCCn1c(C)cc(C(=O)CSc2nc3nc(C)cc(C)n3n2)c1C	0.3%	5%	-14%	-2%	i	-9%	1.5	35	-1%	5%
Cc1ccccc1-n1cnnc1SCC(=O)Nc1cccnc1Cl	0.5%	7%	-5%	-11%	i	-9%	1.9	54	3%	9%
CCOC(=O)Cn1c(=O)oc2cc(S(=O)(=O)N(C)c3cccc(C)c3)ccc21	-0.1%	8%	-3%	1%	i	14%	-0.2	57	7%	14%
CCN1CCN(CCNC(=O)c2ccc3nc(-c4cccc(C)c4)c(-c4cccc(C)c4)nc3c2)CC1	-0.1%	4%	-15%	17%	nt	33%	14	81	-8%	12%
NC(=O)CCC(NS(=O)(=O)c1ccc(Cl)cc1)C(=O)NCc1ccc(Cl)cc1 (stereo not drawn)	0.0%	4%	-2%	-7%	i	3%	2.8	66	-4%	-5%
CC(C)(C)CC(=O)Nc1cc2c3c(c1)CCC(=O)N3CCC2	-0.1%	7%	-1%	-4%	nt	2%	-0.5	88	-9%	10%
CCN(CC)S(=O)(=O)c1ccc2c(c1)N(CC(=O)NCCN1CCOCC1)C(=O)CO2	0.2%	11%	11%	5%	nt	10%	0.7	40	-4%	8%
COc1cccc(NC(=O)Cc2ccc3ccccc3c2)c1	-0.2%	-4%	3%	0%	nt	-11%	0.8	53	-8%	8%
Cc1ccc(C2(c3ccc(C)cc3)NC(=O)N(CC(N)=O)C2=O)cc1	-0.2%	3%	4%	12%	nt	1%	-0.7	70	1%	3%
N#Cc1c(NC(=O)C2CCCO2)sc2c1CCCCC2 (stereo not drawn)	-0.3%	8%	-6%	-14%	i	2%	1.8	38	-10%	12%
CCOC(=O)C1=C(N)Oc2cc(O)ccc2C1c1ccccc1 (stereo not drawn)	0.0%	9%	-5%	-4%	nt	3%	3.8	51	-11%	1%
CCCCNc1c(-c2ccc(OC)c(SC3CCCCC3)c2)nc2cnccn12	nt	10%	nt	nt	nt	nt	21	48	-18%	12%
O=C(NCCCc1ccccc1)C1CCC(=O)N(CCc2ccc(Cl)cc2)C1 (stereo not drawn)	-0.1%	9%	-3%	-5%	nt	12%	2.5	50	2%	2%
O=c1ccc(Cc2ccc(Cl)cc2)n[nH]1	-0.1%	-12%	-5%	-12%	i	-4%	-1.6	73	-3%	5%
CCc1nn(C(CC)C(=O)NCCCc2ccccc2)c(=O)c2cc3occc3n12 (stereo not drawn)	-0.1%	11%	10%	5%	nt	-4%	3.3	59	-11%	-13%
COc1cc(/C=C/C(=O)OCC(=O)NC(=O)NCc2ccccc2)ccc1OCC#N	-0.1%	3%	0%	-1%	i	-8%	0.9	24	0%	6%
O=C(Nc1ccccc1)OC1CCC2CC1CCC2OC(=O)Nc1ccccc1 (stereo not drawn)	0.1%	-4%	8%	7%	i	12%	6.5	50	4%	-6%
Nn1c(SCc2cccc(C(F)(F)F)c2)nnc1-c1ccco1	0.0%	5%	9%	-5%	i	13%	-0.7	94	-7%	1%	Dengue-2 NS5 capping pilot replicate=-3.9
CCOC(=O)c1ccc(NC(=O)CSc2nc(C)cc(=O)[nH]2)cc1	-0.2%	8%	6%	19%	i	7%	-0.3	82	1%	16%
COc1ccc(C(=O)N2CCN(C(=O)c3cc(OC)c(OC)c(OC)c3)CC2)cc1	-0.4%	11%	6%	27%	nt	6%	0.3	56	-1%	6%
O=C(COc1ccccc1)NCC(c1ccco1)N1CCCCC1 (stereo not drawn)	nt	3%	nt	nt	nt	nt	2.1	50	-5%	3%
N#CC1(NC(=O)COC(=O)c2cccc(-n3cnnn3)c2)CCCCC1	nt	6%	nt	nt	nt	nt	-1.0	76	-7%	13%
CC(=O)NC1(c2ccccc2)CCN(c2nc(C)cc(C)n2)CC1	-0.2%	5%	1%	-9%	i	4%	0.5	53	1%	1%
O=C(O)CC1Oc2ccc(Cl)cc2NC1=O (stereo not drawn)	-0.2%	-3%	0%	6%	i	8%	-6.4	64	-3%	5%
Cc1ccc(-c2csc(NC(=O)Cn3[nH]c(=O)c4ccccc4c3=O)n2)cc1	0.5%	14%	-18%	35%	i	-8%	5.0	86	?	7%
O=C(Nc1ccccc1)N1CCN(c2nc3ccccc3s2)CC1	-0.1%	4%	8%	6%	i	-20%	18	86	0%	1%	Dengue-2 NS5 capping pilot replicate=-2.7
Additional results:
SMILES	GPR55 beta-arrestin	MgcRacGAP inhibition	GPR35 antagonists	AID2073	Yfh1-depleted yeast	GPR55 antagonists	NTR1 ag	NTR1 ag cell count 20 µM	Dengue-2 NS5 capping	SV40 large T antigen	others
CCOC(=O)N1CCN(C(=O)c2ccc(N(Cc3ccc(Cl)cc3)S(C)(=O)=O)cc2)CC1	-0.1%	11%	2%	20%	nt	7%	0.8	66	2%	3%
O=c1cc(N2CCN(c3ccccc3F)CC2)[nH]c(=O)n1-c1ccc(Br)cc1	0.3%	3%	-13%	-8%	i	19%	-1.4	80	3%	6%
CCC(C)SCC(=O)Nc1ccc(S(=O)(=O)N2CCOCC2)cc1OC (stereo not drawn)	-0.1%	5%	0%	-6%	i	4%	-1.2	51	-3%	-3%
Cc1ccc[n+](-c2[nH]c(=O)sc2/C=N/NC(=O)c2ccccc2[O-])c1	-0.2%	8%	4%	-10%	i	12%	-0.3	47	14%	8%
CCOC(=O)C(C)N1C(=O)S/C(=C/c2ccc3c(c2)n(C)c(=O)n3C)C1=O (stereo not drawn)	0.1%	11%	8%	-2%	i	13%	0.6	99	-5%	11%
CCc1ccc(NC(=S)NCc2cccnc2)cc1	-0.1%	11%	8%	31%	i	5%	0.5	53	1%	9%
COc1ccc(CN2CCNC(=O)C2CC(=O)NCc2cccc(C)n2)c(OC)c1 (stereo not drawn)	0.4%	-8%	54%	6%	i	-5%	-1.2	62	9%	17%
